Bioassay records deposited in PubChem by several laboratories.
MT stabilizer = microtubule stabilizers in HeLa cells | % tubulin-high responders, % at 10 µM | AID 2205 | actives 0.83% (n = 200,000) | HeLa tubulin immunostaining HCS, 24 h; share of cells brighter than vehicle mean+2SD;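 active = plate Z-score above 3 for both tubulin-high and condensed-nucleus cell shares, with cell loss under 80%, at 10 µM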;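 also: anti alpha tubulin signal scored within the nucleus-defined area of each cell; some results filed as inactive read as strong as hits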
Hep lipid drop = modulators of hepatic lipid droplet formation | AML12 mouse hepatocytes, oleate lipid droplets, BODIPY imaging | inhibition, % at 6.5 µM | actives 0.4% (n = 240,000);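 active = lipid droplet intensity inhibited by at least 50%, with more than 500 cells counted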
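Test system: AML12 hepatocytes (mouse); reagent: oleate loading, 100 µM; dosing: one dose, 6.5 µM compound; incubation: overnight exposure; signal: fluorescence imaging, 20x objective, two fields per well; read-out basis: % inhibition of corrected integrated BODIPY droplet signal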
P. falciparum M1AAP = P. falciparum M1AAP inhibitors, biochemical, fluorogenic H-Leu-NHMec substrate, 1536-well (AID 1445) | actives 0.42% (n = 220,000) | inhibition, % at 30 µM, or IC50 in µM where a hit was titrated | recombinant M1AAP, H-Leu-NHMec fluorogenic kinetic assay; higher % means a stronger effect;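 active = primary inhibition above the hit cutoff, then over 50% inhibition at one or more dose response concentrations, cut at about 23% in these data, passing the limit was not always enough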;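 also: plate controls were DMSO full reaction for no effect and no enzyme background for full effect; strong numbers were not always called active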
M17LAP inhibition = P. falciparum M17LAP inhibitors, primary screen, biochemical, fluorogenic H-Leu-NHMec substrate, 1536-well (AID 1619). actives 0.38% (n = 220,000). recombinant M17LAP, H-Leu-NHMec fluorogenic kinetic assay; higher % means a stronger effect. inhibition, % at 30 µM, or IC50 in µM where a hit was titrated;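 active = compound inhibiting the enzyme by more than half at any dose during confirmatory dose-response retesting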;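 also: plate controls were full reaction with DMSO carrier for no effect and no enzyme background for full effect; strong numbers were not always called active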
Yfh1-off respiration = enhancers of respiration in Yfh1-depleted yeast, dose response, Friedreich's ataxia, plus single-dose screen (AID 1465); one-dose fold induction at 50 µM; EC50 in µM for titrated hits; S. cerevisiae Yfh1-off respiration, WST-1 reduction, 72 h; higher fold induction means a stronger effect; actives 0.074% (n = 220,000);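 active = fold induction of absorbance versus untreated yeast above a set limit, then at least 30% activation at any dose in follow-up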;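 also: activators that raise dye reduction in frataxin-depleted yeast; strong numbers were not always called active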
Insulin prom up = MIN6 insulin promoter up-regulation; actives 0.3% (n = 190,000); AID 1625; z-score at 5 µM; MIN6 insulin promoter-GFP reporter, high-content imaging; stronger effect = higher value;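 active = z-score above 3 at 5 µM with at least 500 cells counted in the well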
Autophagy mod = modulators of autophagy. MEF GFP-LC3 puncta imaging; test concentration mostly 10 µM. actives 0.98% (n = 190,000). calls only at 10 µM (by protocol);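 active = percentage of spot-positive cells more than 3 SD above its plate mean, without a fluorescence outlier flag or 80% toxicity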;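 also: spot-positive cell cutoff set from DMSO-treated cells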
CSM14.1 death rescue = protection against thapsigargin-triggered cell killing – 384-well, CSM14.1, ATP luminescence, primary screen (AID 1222); 190,000 tested, under 10 active; CSM14.1 thapsigargin-induced death rescue, ATP luminescence; higher % means a stronger effect; cellular ATP content (survival), % at 20 µM; hits with a dose series show EC50 in µM;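 active = EC50 below 50 µM in the dose-response confirmation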;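 also: death triggered by thapsigargin at about 15 µM added after 2 h compound pretreatment; cell ATP read after overnight thapsigargin exposure of roughly 18 to 22 hours; normalized against plate controls of thapsigargin alone and 5% DMSO vehicle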
Dynein transport = blocks dynein driven cargo transport along microtubules. actives 0.47% (n = 220,000). z-score, hits read low. 3617.4 mouse cells, GR-EGFP nuclear translocation imaging; test concentration mostly 20 µM; stimulated with dexamethasone, 1 µM; stronger effect = lower value;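 active = plate z-score of nuclear minus cytoplasmic receptor signal below a set negative limit, without overly bright fluorescence or cell loss, cut at about -3.5 in these data, passing the limit was not always enough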;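 also: z-score of nuclear minus cytoplasmic ring GR-EGFP intensity difference per well; some compounds called inactive have numbers as strong as hits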
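medium = tetracycline-free induction medium containing charcoal-stripped FBS | also added = 1.0 µM final dexamethasone stimulus | schedule = 48 h induction, 1 h compound, 30 min dex at 37 °C | technique = fixed, Hoechst-stained cells imaged at 10x for EGFP | measure = GR-EGFP nuclear translocation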
Dynein transport cytoplasmic EGFP = second read-out of Dynein transport, no call of its own (marks repeat the call); z-score; measured here: cytoplasmic GR-EGFP intensity; stronger effect = higher value
Dynein transport nuclear GR-EGFP = recorded beside Dynein transport, whose call it bears; z-score; measured here: nuclear GR-EGFP intensity;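 lower value marks the stronger effect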
Dynein transport cell count = recorded beside Dynein transport, whose call it bears; z-score; measured here: cell count per field
Insulin prom up cell count = recorded beside Insulin prom up, whose call it bears; cell count; measured here: cytotoxicity, nuclei count;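 total cells summed across four imaged fields per well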
Hep lipid drop cells 6.5 µM = also measured in Hep lipid drop; calls as there; cell count; measured here: cell count, cytotoxicity flag;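 cells counted across two imaged fields per well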
MT stabilizer Hoechst-high % = recorded beside MT stabilizer, whose call it bears; % Hoechst-high responders; measured here: nuclear condensation Hoechst responders;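 share of cells brighter than vehicle mean plus two SD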
MT stabilizer cytotoxicity % = further read-out of MT stabilizer, marked with its call; toxicity, %; measured here: cytotoxicity by cell density;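 0% = mean cell density of plate MIN control wells and 100% = no cells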
Autophagy mod cell loss 18 h = further read-out of Autophagy mod, marked with its call; toxicity, %; measured here: cell loss, nuclei count;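 cell loss after 18 h compound exposure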
Numbers without * were called inactive; i = inactive; . = not tested or not shown; + = active, no number.

SMILES	MT stabilizer	MT stabilizer Hoechst-high %	MT stabilizer cytotoxicity %	Hep lipid drop	Hep lipid drop cells 6.5 µM	P. falciparum M1AAP	M17LAP inhibition	Yfh1-off respiration	Insulin prom up	Insulin prom up cell count	Autophagy mod	Autophagy mod cell loss 18 h	CSM14.1 death rescue	Dynein transport	Dynein transport cytoplasmic EGFP	Dynein transport nuclear GR-EGFP	Dynein transport cell count
Cc1cc(C)cc(NC(=O)c2ccc(CSc3nnnn3C)cc2)c1	2.5	2.0	5.3	.	.	-5%	-1%	i	-0.33	1343	i	17	-2.3%	-0.044	-0.18	0.4	-0.49
O=C(NC1CCSC1=O)c1ccc(Cl)cc1 (centres undefined)	2.6	1.7	3.2	-7	699	1%	7%	i	0.33	895	i	-1	5.8%	0.33	-0.22	0.23	0.54
COc1ccc(C(=O)NNC2CC(=O)N(Cc3ccccc3)C2=O)cc1OC (centres undefined)	1.2	2.0	9.8	13	638	0%	-2%	i	0.15	1441	i	-7	3.0%	-0.17	-0.22	0.062	-0.055
CNC(=O)COC(=O)/C=C/c1cn(-c2ccccc2)nc1-c1ccc2c(c1)OCCO2	1.7	1.0	6.6	-34	713	2%	4%	i	1.4	984	i	-10	-0.4%	1.2	-0.36	0.32	0.54
CC(C)C(OC(=O)c1cccs1)C(=O)NCc1cccs1 (centres undefined)	2.7	2.8	19	.	.	-4%	8%	i	-0.02	900	i	31	-2.6%	0.6	-0.42	0.61	-0.35
COc1ccc(CCNC(=O)CSc2nnc(-c3ccc(F)cc3)c3ccccc23)cc1OC	3.4	2.5	6.2	-16	701	2%	7%	i	-0.08	1285	i	-3	14%	-0.27	-0.29	-0.59	0.45
COCCCN1CN(S(=O)(=O)c2ccc(Cl)cc2)c2nc3ccccc3nc21	3.3	2.6	4.1	.	.	11%	-8%	i	-0.39	1145	i	-9	-1.6%	0.02	-0.3	0.28	0.33
CN(C)S(=O)(=O)Oc1ccsc1C(=O)Nc1ccc(Cl)cc1	1.4	0.7	3.4	.	.	3%	-3%	i	0.64	1574	i	10	-4.5%	-0.58	-0.16	-0.35	0.52
C/C(=N/OCC(=O)NCCCCCCNC(=O)CO/N=C(/C)c1cccs1)c1cccs1	2.0	2.1	2.9	-2	616	-6%	-1%	i	0.05	1362	i	0	-3.6%	0.34	-0.31	0.044	0.22
Cc1nn(C)cc1CNCc1c(C(=O)N2CCCCC2)nc2c(C)cccn12	2.8	0.6	0.1	0	656	-2%	15%	i	0.07	1408	i	-6	-0.5%	1.1	-0.27	-0.21	-0.3
COc1ccc(NC(=O)CCN2C(=O)C3CC=C(Cl)CC3C2=O)cc1 (centres undefined)	3.5	2.0	13	17	736	-2%	-1%	i	0.74	1317	i	9	-3.0%	-0.18	-0.24	0.43	0.26
Cc1ccc(N(CC(=O)NCCSCc2ccco2)S(=O)(=O)c2ccc(F)cc2)cc1	1.4	0.9	0.3	0	747	1%	5%	i	-0.19	1528	i	21	4.8%	2	-0.2	1.3	-1.5
COc1cc(/C=C/C(=O)OCC(=O)NC2CC2)cc(S(=O)(=O)N2CCc3ccccc32)c1OC	2.0	2.0	1.1	-14	672	3%	-8%	i	-0.15	1596	i	-24	0.2%	-1.5	-0.26	-0.72	1.1
O=C(COC(=O)C1COc2ccccc2O1)NC(=O)Nc1ccc2c(c1)OCCO2 (centres undefined)	6.0	1.9	1.7	.	.	2%	0%	i	0.12	1006	i	20	-0.4%	2.1	0.039	1.2	-0.93
Cc1cc2cc(CCNC(=O)c3ccc(C)c([N+](=O)[O-])c3)c(=O)[nH]c2cc1C	5.7	2.7	4.5	3	656	2%	-1%	i	-0.38	1180	i	11	-4.5%	2.2	-0.11	0.89	-1.7
CCOc1ccc(-c2c(=O)n(OCc3ccccn3)c3ccccc3[n+]2[O-])cc1	3.8	2.1	0.4	.	.	-1%	-5%	i	1.8	1301	i	6	-1.3%	1.9	-0.33	0.97	-0.78
COc1ccc([N+](=O)[O-])cc1NC(=O)Nc1ccccc1	4.4	1.7	1.7	28	659	1%	-2%	i	-0.07	1315	i	20	3.8%	-0.13	-0.25	-0.45	0.22
COc1ccc(-c2noc(CCCc3ccccc3)n2)cc1OC	3.0	2.4	4.7	-5	686	-2%	7%	i	0.39	1261	i	7	.	0.48	0.2	0.32	-0.25
Cn1cc(S(=O)(=O)CC(=O)Nc2ccc3c(c2)OCO3)c2ccccc21	1.8	2.0	19	6	733	9%	8%	i	-0.18	1239	i	-6	0.7%	0.61	-0.29	0.55	-0.49
COc1cccc(C(=O)OCCN2C(=O)c3ccccc3C2=O)c1OC	1.7	1.5	5.2	.	.	9%	1%	i	-0.68	879	i	-6	0.2%	3.6	-0.06	1.9	-1.9
CC(C)(C)C1=C(C#N)C(c2cccnc2)C(C#N)=C(N)O1 (centres undefined)	1.7	2.9	2.7	14	583	5%	-8%	i	.	.	i	-5	-3.6%	-0.61	-0.27	-0.64	0.4
O=C(NC1CC1)C1CCN(C2CCN(C(=O)CCOc3ccccc3)CC2)CC1	4.6	1.5	5.4	-4	753	3%	-8%	i	-0.76	1289	i	18	-1.1%	-0.0088	-0.27	-0.2	0.66
CC(C)(C)c1csc(NC(=O)Cn2c(=O)oc3ccccc32)n1	4.4	1.7	3.9	16	714	6%	-1%	i	-0.12	1558	i	5	-2.4%	-0.22	-0.21	-0.008	0.29
CCc1ncc(C(=O)c2ccc(OC)cc2)n1C	4.1	1.8	5.2	.	.	-4%	20%	i	1.1	1014	i	16	0.9%	0.22	-0.22	0.3	-0.46
C[N+]1(CCN2C(=O)C3CC=C(Cl)CC3C2=O)CCOCC1 (centres undefined)	6.5	2.9	7.3	.	.	5%	-8%	i	0.35	1305	i	0	2.7%	2.3	-0.13	1.8	-0.34
Cn1c(SC2C(=O)CC(C)(C)CC2=O)nnc1-c1ccco1	3.8	2.5	4.5	.	.	6%	8%	i	0.35	1185	i	-9	1.5%	0.89	-0.08	1.4	-0.65
O=C(Cc1c(O)c2ccccc2[nH]c1=O)NC1CCCCCCC1	2.6	1.7	5.5	.	.	1%	9%	i	0.86	1094	i	-6	-0.6%	1.1	-0.1	0.75	-0.21
O=C(c1ccco1)N(CCO)Cc1cc2cc3c(cc2[nH]c1=O)OCO3	3.9	1.8	4.7	-1	690	14%	6%	i	-0.03	1637	i	-11	-1.2%	-0.41	-0.19	-0.24	-0.048
Cc1ccc(NC2Nc3cc(C)nn3S2)c(C)c1 (centres undefined)	1.5	3.8	5.7	-12	698	1%	-5%	i	-1.4	1125	i	15	1.3%	0.56	-0.36	0.21	-0.45
COc1ccccc1C(=O)Nc1cc2cc(Cl)ccc2oc1=O	2.8	0.7	8.7	.	.	0%	-2%	i	0.74	1587	i	8	-3.7%	-0.084	-0.18	-0.19	0.41
Nc1cccc(-c2nc3ccccc3s2)c1	2.5	1.6	4.5	14	812	14%	-14%	i	.	.	i	1	-3.0%	-0.43	-0.26	-0.28	0.23
CC(C)(Oc1ccc(Cl)cc1)C(=O)OCC(=O)N1CCCC1	3.2	1.6	7.5	.	.	4%	2%	i	1.1	1205	i	-10	6.3%	-1.1	-0.14	-0.34	0.55
CCOC(=O)C(C(=O)OCC)c1cc(Br)c2noc3c2c1C(=O)c1ccccc1-3	3.5	2.3	4.6	.	.	15%	13%	i	2.4	788	+	71*	-3.3%	9.3	15	9.7	-0.1
COc1cccc(C2=CC(c3ccccc3)n3ncnc3N2)c1 (centres undefined)	5.2	3.3	6.4	.	.	5%	-4%	i	1.6	1321	i	24	3.0%	-0.4	-0.23	0.12	-0.11
CCn1c(COc2ccc(Cl)cc2)nnc1SCC(=O)Nc1ccc2c(c1)OCCO2	2.6	1.7	6.7	.	.	3%	7%	i	1.3	1182	i	-19	3.9%	0.66	-0.2	0.49	-0.28
CCOc1ccc(NC(=S)N(Cc2ccc(N(C)C)cc2)Cc2ccco2)cc1	1.8	2.2	4.4	.	.	1%	15%	i	.	.	i	11	-0.9%	-0.48	-0.22	-0.78	0.53
CCCNC(=O)c1ccccc1NC(=O)c1ccc(CSc2ccccc2)cc1	2.2	1.5	11	22	709	4%	2%	i	-0.84	1442	i	3	-1.1%	1.9	-0.032	0.41	-0.76
O=C(CSc1nnc(SCC(=O)NCc2ccc3c(c2)OCO3)s1)NCc1ccc2c(c1)OCO2	1.6	1.0	7.3	-15	777	7%	3%	i	0.67	917	i	-8	4.0%	0.22	-0.23	0.85	-0.022
CCc1c(C)[nH]n(-c2nc(-c3ccccc3)cs2)c1=O	3.2	2.2	5.2	5	679	-4%	5%	i	0.56	1325	i	12	-5.0%	3	-0.13	1.6	-1.6
